HCV inhibitor = HCV inhibition; Huh7.5.1 HCVcc-Cre infection, luciferase reporter, 44 h; Potency, µM (series often up to 41.8 µM), inactives show at the highest dose activity change, negative = inhibition, most hits filed as inhibitors; actives 3.4% (n = 340,000); AID 651820; note: potency is the fitted concentration of half-maximal effect; % is set by controls: 0 for no effect and ±100 for the full control effect
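Luciferase read-out (15 sec integration) after a 15 min room-temperature substrate step quantifies HCVcc-Cre infection. Cells, 1,000 per well, had compound added 4 h post-plating, then virus at ~0.5 moi, and were cultured 44 h.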
Pf growth 96h = inhibits malaria parasite growth, 96 h; AID 504834; Potency, µM (doses to about 28.7 µM), inactives show at the top dose activity change, negative = inhibition, hits mostly inhibitors; actives 6.9% (n = 320,000); P. falciparum luciferase reporter growth, 96 h; note: potency is the fitted concentration of half-maximal effect; % is set by controls: 0 for no effect and ±100 for the full control effect
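Compounds incubated with erythrocytes infected by luciferase-expressing P. falciparum (2% hematocrit, 0.05% parasitemia final) for 96 hours, 37 C in 5% CO2. Growth inhibition scored as decreased luciferase luminescence.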
Shiga inhibitor = inhibitors of Shiga toxin in Vero cells; Vero cells, Shiga toxin protein synthesis inhibition reporter; AID 2315; actives 9.2% (n = 290,000); inhibition, % at 38.7 µM; in the data active = inhibition mostly above about 28%, no sharp cut-off; inactive = mostly below about 43%; note: 0% is about no effect
Pf growth 48h = inhibits P. falciparum growth in the first generation, 48 h; P. falciparum luciferase growth in erythrocytes, 48 h; Potency, µM (series often up to 28.7 µM), without a hit: at the top dose activity change, negative = inhibition, most hits filed as inhibitors; actives 5.9% (n = 310,000); note: potency is the fitted concentration of half-maximal effect; % is set by controls: 0 for no effect and ±100 for the full control effect
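Luciferase-expressing parasites in RBCs, 2% Hct / 0.1% parasitemia final; RPMI 1640 + 0.5% Albumax; 37 C, 5% CO2, one generation; luminescence read-out, lower signal = inhibition.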
FBPA Giardia inh = inhibitors of Giardia lamblia fructose-1,6-bisphosphate aldolase; A8B2U2; purified Giardia FBPA; Potency, µM (highest dose often 59.6 µM), inactives show at the top dose activity, negative = inhibition, usual class: inhibitors; actives 0.71% (n = 290,000); AID 2451; note: potency is the fitted concentration of half-maximal effect; % is set by controls: 0 for no effect and ±100 for the full control effect; nearly all actives have a fitted effect of over 55% in size
Target sequence (A8B2U2 whole entry, looked up): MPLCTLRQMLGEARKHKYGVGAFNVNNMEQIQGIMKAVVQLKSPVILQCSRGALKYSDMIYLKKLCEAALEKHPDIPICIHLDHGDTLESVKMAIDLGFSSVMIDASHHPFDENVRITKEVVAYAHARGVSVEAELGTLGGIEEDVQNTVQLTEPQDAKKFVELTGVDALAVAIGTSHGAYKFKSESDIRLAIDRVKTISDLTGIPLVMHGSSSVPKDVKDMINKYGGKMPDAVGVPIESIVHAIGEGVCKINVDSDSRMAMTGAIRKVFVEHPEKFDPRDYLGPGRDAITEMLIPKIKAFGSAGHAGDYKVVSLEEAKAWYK
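Giardia FBPA (40 nM reagent) was preincubated 10 min at RT with compound (up to 57.5 uM final), then substrate plus GAPDH/TPI/NAD/arsenate coupling system with diaphorase/resazurin was added; resorufin fluorescence (525/598 nm) was read after 20 min.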
CHX counter = affects cycloheximide protein synthesis inhibition readout, counter-screen; cell reporter, cycloheximide protein synthesis inhibition counterscreen; actives 12% (n = 300,000); AID 2314; max response, %; in the data active = max response mostly above about 13%, no sharp cut-off; inactive = mostly below about 14%; note: read at 38.3 µM for the half of the compounds with a filed dose; 0% is about no effect
The depositor's hits bear a star; u = inconclusive; x = not tested or not shown; & = joins results of further samples; [ ] = remark or other dose. Unless noted, calls come from the whole dose curve; as a rule, active = well fitted curve in the direction sought with a large enough effect; inconclusive = small, poorly fitted or top-dose-only effect, or another doubt; inactive = no such curve, though single readings can be large; an effect the other way counts as inactive or inconclusive.

SMILES	HCV inhibitor	Pf growth 96h	Shiga inhibitor	Pf growth 48h	FBPA Giardia inh	CHX counter
CCOC(=O)C1=C(C)NC(=O)NC1c1ccc(OCC(N)=O)cc1 (configuration not stated)	3%	6%	-7	u	3%	-3
COc1ccc(-c2nnc(NC(=O)c3ccc(S(=O)(=O)N(C)CC4CCCO4)cc3)o2)c(OC)c1 (configuration not stated)	u	u	26	7%	x	-2
O=C(O)CSc1nc(-c2ccccc2)nc2c1CCCC2	16%	6%	-10	15%	10%	-2
CC(C)(C)NC(=O)CCCSc1nc2ccccc2s1	-29%	190%[activator]	72*	188%[activator]	-4%	47*
CC(Sc1nnnn1C1CC1)C(=O)N1CC(=O)Nc2ccccc21 (configuration not stated)	12%	u	x	-10%	x	x
COc1ccc(OC)c(S(=O)(=O)N2CCN3CCCC3C2)c1 (configuration not stated)	11%	25%	-9	10%	-7%	-1
COC(=O)c1cn(-c2ccccc2)nc1-c1ccccc1	11µM*	-4%	-7	x	-2%	-3
CCC1ON(C(C)C)C2c3nc4ccccc4n3CC12 (configuration not stated)	9%	6%	-3	42%[activator]	2%	-4
Cc1cccc(C(=O)NNS(=O)(=O)c2ccc(F)cc2)c1O	13%	2%	11	16%	-8%	3
CC(C)N(C(=O)Nc1ccc2nsnc2c1)C(C)C	4.5µM*	u	36	-18%	u	18
O=C1CCC(=O)N1c1ccc(NCCc2ccccc2F)c([N+](=O)[O-])c1	-25%	u	58	-19%	-1%	22*
O=C(/C=C/c1ccc(Cl)cc1Cl)NC(=S)Nc1ccccn1	-4%	-11%	86*	155%[activator]	7%	38*
COc1cc2c(C(=O)NCCCN3CC(C)CC(C)C3)cn(CC(C)C)c(=O)c2cc1OC (configuration not stated)	3%	u	-1	u	4%	-3
Cc1noc(C)c1COC(=O)c1ccc(-c2nc3ccccc3s2)s1	-13%	u	73*	97%[activator]	4%	18*
COc1ccc(C(C(=O)NC2CCCCC2)N(C(=O)Cc2c[nH]c3ccccc23)c2ccccc2C)cc1OC (configuration not stated)	u	13µM*	-13	u	-15%	-2
COc1ccccc1-c1cn(S(=O)(=O)c2ccc(F)cc2)nc1N	10µM*	x	13	u	-6%	-7
O=c1oc2cc(O)ccc2cc1-c1ccc(F)cc1	-15%	12%	70*	5%	8%	43*
O=C(CSc1nnnn1-c1ccccc1)N1CCc2ccccc2C1	-17%	9%	-3	8%	-15%	-2
C=CCN1C(=O)c2ccc(C(=O)N3CCC(C(=O)OCC)CC3)cc2C1=O	3%	61%[activator]	x	4%	x	x
Cc1ccc(C(C(=O)NC2CCCCC2)N(Cc2ccco2)C(=O)C2COc3ccccc3O2)o1 (configuration not stated)	0%	x	15	7.4µM*	-3%	3
O=C(NNC(=S)NC1CCCCC1)c1cccc(S(=O)(=O)Nc2ccccc2Cl)c1	18%	23%	-9	1%	27%	2
O=C(CCNC(=O)c1ccccc1Cl)Nc1cc(S(=O)(=O)N2CCOCC2)ccc1N1CCOCC1	0%	u	2	-14%	2%	-5
COc1ccccc1OC1=NS(=O)(=O)c2ccccc21	22%	55%[activator]	-15	33%[activator]	25%	12
Cc1c(CCO)c(=O)[nH]n1S(=O)(=O)c1ccccc1	17%	-6%	-9	3.3µM*	-7%	-3
Cc1ccc(CNC(=O)C2CC(=O)OC23CCCC3)c(C)c1 (configuration not stated)	-20%	x	-17	-1%	-2%	-2
O=C(O)c1nc(Cl)c(Cl)c(N/N=C/c2ccccc2C(F)(F)F)c1Cl	9%	u	-4	0%	25%	1
CCOC(=O)c1ccc(S(=O)(=O)NNC(=O)c2cccc(N(C)C)c2)cc1	9%	71%[activator]	35	19%	0%	11
Cc1ccc(S(=O)(=O)Nc2ccc(-c3csc(-c4ccccc4)n3)cc2)cc1	10µM*	-29%	10	16%	0%	8
COc1ccccc1C(=O)NNC1CC(=O)N(c2ccc3c(c2)OCCO3)C1=O (configuration not stated)	32%[activator]	0%	-5	-4%	1%	-1
O=C(Oc1ccc2c3c(c(=O)oc2c1)CCCC3)c1cccs1	0%	52%[activator]	-11	20%	0%	-2
COc1cccc(/C=C/C(=O)OCC(=O)Nc2ccc(S(=O)(=O)N3CCCC3)cc2)c1	15%	10%	-10	21%	-3%	3
CC(C)(C)C1CCc2[nH]nc(C(=O)O)c2C1 (configuration not stated)	4%	-3%	-10	u	7%	-1
Cc1nc2sc3c(c2c(=O)[nH]1)CCC3	6%	133%[activator]	-15	15%	-3%	1
CCc1nc2nc(C)c(NS(=O)(=O)c3ccc(C)c(C)c3)c(=O)n2[nH]1	13%	-20%	-9	-2%	-23%	-1
CN1CCC(N(C)C(=O)c2cc(-c3ccccc3Cl)nc3ccccc23)CC1	-4%	u	x	-45%	x	x
Cc1cc(C)c2oc(C(=O)N(Cc3cccs3)C3CCS(=O)(=O)C3)cc(=O)c2c1 (configuration not stated)	5%	-9%	25	-11%	1%	2
COc1ccc(C(=O)CSc2nnc(CC(=O)Nc3ccccc3OC)n2C)cc1	-18%	u	-4	3%	1%	-4
O=C(CSc1ccc2nnc(-c3ccc(F)cc3)n2n1)NCC1CCCO1 (configuration not stated)	6%	-7%	2	u	-2%	-3
COc1ccc(N2CCN(C(c3cc(OC)ccc3OC)c3nnnn3Cc3ccco3)CC2)cc1 (configuration not stated)	12%&-11%	u	-3	13µM*	u	-2
CC(C)(C)c1ccc(OCC(=O)N2CCN(c3ncccn3)CC2)cc1	-3%	31%[activator]	13	-6%	x	2
CCCCC(=O)Nc1ccc2c(c1)nc(CCN1CCN(C)CC1)n2C	7%	-19%	-1	-11%	0%	-2
CCn1c(SCC(=O)NC2=NCCS2)nnc1C(C)NC(=O)c1ccccc1Br (configuration not stated)	-6%	-4%	29	31%[activator]	-7%	-5
Cc1nc2ccc(NC(=O)C3CCCCC3)cc2s1	16%	u	x	u	x	x
COc1ccc(C(=O)/C=C/Nc2ccc(S(=O)(=O)Nc3cc(OC)nc(OC)n3)cc2)c(OC)c1	-21%	36%[activator]	2	1.7µM*	-11%	-3
Cc1ccccc1C(=O)NNC(=O)C(=O)Nc1cccc(Cl)c1C	-21%	33%[activator]	-7	-3%	8%	8
COC(=O)c1ccc(OC(=O)C23CCC(C)(C(=O)O2)C3(C)C)cc1 (configuration not stated)	13%	-10%	-10	9%	5%	1
Cc1ccc(C)c(NC(=O)c2cc(-c3cc(C)cc(C)c3O)n[nH]2)c1	u	u	2	-16%[0.00184 µM]	8%	6
C=CCn1c(SCCCCCC)nc(O)cc1=O	-4%	6.6µM*	-6	-6%	17%	-2
CCc1ccc(NC(=O)CSc2nnc(-c3ccccn3)n2C)cc1	21%	u	17	-8%	17%	1
CCOc1ccc(NC(=O)c2ccc(C#CC(C)(C)O)cc2)cc1	u	2%	14	5%	5%	1
O=c1c(Cc2ccccc2)c(O)nc2n1CCCS2	2%	33%[activator]	-12	x	-10%	-1
O=C(NN1CCN(Cc2ccccc2Cl)CC1)c1ccc(Br)cc1	-15%	-23%	-7	u	-2%	-5
O=[N+]([O-])c1cccc(N/N=C/c2ccc(N3CCOCC3)cc2)c1	u	33%[activator]	80*	67%[activator]	0%	50*
COc1ccc(CC(=O)NCCc2ccc(OC)c(OC)c2)cc1	6%	19%	-9	13%[0.00184 µM]	9%	-4
CC(C)c1cc(C(=O)N2CCN(C(c3ccccc3)c3ccccc3)CC2)no1	u	x	32*	9.3µM*	-3%	29*
CCOc1ccc(N(CC(=O)Nc2ccc3c(c2)OCCO3)S(=O)(=O)c2c(C)noc2C)cc1	-12%	10µM*	3	x	-8%	-4
CCOC(=O)c1c(S(=O)(=O)N2CCCCCC2)c(C)n(C)c1C	24%	u	-1	3%	-1%	-6
COc1cc(C(=O)O[C@H]2C/C(C)=C/CC[C@@]3(C)O[C@@H]3[C@H](O)[C@@H]2C(C)C)cc(OC)c1OC	u	u	2	u	-10%	-3
COc1ccc(OC)c(-c2nc(CN(C)C(C)c3ccncn3)c(C)o2)c1 (configuration not stated)	-11%	15%	-9	-16%	1%	2
Cc1ncc(CN2CCCCC2C(=O)Nc2ccc(Oc3ccccc3)nc2)cn1 (configuration not stated)	19%	45%[activator]	7	-3%	9%	-2

Laid out differently: entries from further up.
The line under a structure holds: HCV inhibitor	Pf growth 96h	Shiga inhibitor	Pf growth 48h	FBPA Giardia inh	CHX counter
COc1ccccc1OC1=NS(=O)(=O)c2ccccc21
  22%	55%[activator]	-15	33%[activator]	25%	12
Cc1c(CCO)c(=O)[nH]n1S(=O)(=O)c1ccccc1
  17%	-6%	-9	3.3µM*	-7%	-3

Two successive records already listed:
SMILES	HCV inhibitor	Pf growth 96h	Shiga inhibitor	Pf growth 48h	FBPA Giardia inh	CHX counter
CCOC(=O)C1=C(C)NC(=O)NC1c1ccc(OCC(N)=O)cc1 (configuration not stated)	3%	6%	-7	u	3%	-3
COc1ccc(-c2nnc(NC(=O)c3ccc(S(=O)(=O)N(C)CC4CCCO4)cc3)o2)c(OC)c1 (configuration not stated)	u	u	26	7%	x	-2

The listing continues:
SMILES	HCV inhibitor	Pf growth 96h	Shiga inhibitor	Pf growth 48h	FBPA Giardia inh	CHX counter
CCN(CC)S(=O)(=O)c1ccc(C)c(NC(=O)c2cc(C)oc2C)c1	-11%	-8%	13	-14%	0%	4
CC(C)COC(=O)CNc1n[nH]c(=S)[nH]c1=O	23%	25%	-7	x	-26%	-4
CCC(c1nnnn1CS(=O)(=O)c1ccc(C)cc1)N1CCN(c2nc3ccccc3s2)CC1 (configuration not stated)	u	9%	24	8.3µM*	-4%	16
CC1=C(C(=O)OCCOc2ccccc2)C(c2ccsc2)NC(=O)N1C (configuration not stated)	u	u	-15	-16%	2%	5
Clc1ccc(CN=C(Nc2ccccc2)NC2CCCCC2)cc1	u	9.3µM*	-9	9.3µM*	2%	-1
O=C(CN1CCCc2ccccc21)NCCc1ccc(Cl)cc1	12%	u	10	-1%	-9%	6
COC(CNc1cc(=O)oc2ccccc12)OC	u	-14%	-5	x	-3%	-2
CCOc1ccc(/C=N/Nc2nc(C)cs2)c(O)c1	u	-28%	58*	u	-1%	49*
CC(C)C(NC(=O)/C=C/c1ccc(F)cc1)C(C)C	4%	71%[activator]	-20	4%	2%	-5
Cc1ccc(CCNC(=O)CCn2c(=O)c3cccn3c3ccc(F)cc32)cc1	u	u	-3	-11%	17%	-2
CCCc1cnc(N2CCN(C(=O)c3c(-c4ccccc4)noc3C)CC2)nc1	-1%	-2%	-14	-17%	5%	-2
O=C(CCCc1ccccc1)Nc1ccccn1	-5%	85%[activator]	74*	28%	-7%	19*
O=C(NCCN1CCOCC1)C(=O)NCC1OCCCN1S(=O)(=O)c1ccc(F)cc1 (configuration not stated)	x	u	-13	83%[activator]	x	-2
Cc1cccc(NC(=O)N2CCCCCC2)c1	22%	u	56*	47%[activator]	-1%	38*
COCCNC(=O)c1cc2c(=O)n(C)c3ccccc3c2n1C	-8%	18%	-15	x	-12%	-7
COc1ccc(S(=O)(=O)N2CCSC2C)cc1C (configuration not stated)	2%	0%	2	0%	9%	1
CCC(=O)c1ccc(OC)c(OC)c1O	-23%	11%	-6	-6%	-1%	-1

Whole records, quoted from the list. Order of values: HCV inhibitor | Pf growth 96h | Shiga inhibitor | Pf growth 48h | FBPA Giardia inh | CHX counter
`O=C(CCCc1ccccc1)Nc1ccccn1` in the list: -5% | 85%[activator] | 74* | 28% | -7% | 19*
`CCC(=O)c1ccc(OC)c(OC)c1O` in the list: -23% | 11% | -6 | -6% | -1% | -1
`COc1ccc(S(=O)(=O)N2CCSC2C)cc1C` (configuration not stated) in the list: 2% | 0% | 2 | 0% | 9% | 1
`Clc1ccc(CN=C(Nc2ccccc2)NC2CCCCC2)cc1` in the list: u | 9.3µM* | -9 | 9.3µM* | 2% | -1
`CCCc1cnc(N2CCN(C(=O)c3c(-c4ccccc4)noc3C)CC2)nc1` in the list: -1% | -2% | -14 | -17% | 5% | -2

Source: PubChem (National Center for Advancing Translational Sciences (NCATS))

Random draw from the library; overall some 24% were active at least once.
